# Compound activity from PubChem BioAssay.
# KAT2A inh = blocks human GCN5L2 histone acetyltransferase; AID 504327; GCN5L2 HAT assay, ThioGlo1 CoA-SH fluorescence; actives 0.21% (n = 390,000); Potency, µM (titrated, usually from 58.9 µM), for the others: at the highest dose activity change, negative = inhibition, hits mostly inhibitors; Q92830
# Target sequence (Q92830 whole entry, looked up): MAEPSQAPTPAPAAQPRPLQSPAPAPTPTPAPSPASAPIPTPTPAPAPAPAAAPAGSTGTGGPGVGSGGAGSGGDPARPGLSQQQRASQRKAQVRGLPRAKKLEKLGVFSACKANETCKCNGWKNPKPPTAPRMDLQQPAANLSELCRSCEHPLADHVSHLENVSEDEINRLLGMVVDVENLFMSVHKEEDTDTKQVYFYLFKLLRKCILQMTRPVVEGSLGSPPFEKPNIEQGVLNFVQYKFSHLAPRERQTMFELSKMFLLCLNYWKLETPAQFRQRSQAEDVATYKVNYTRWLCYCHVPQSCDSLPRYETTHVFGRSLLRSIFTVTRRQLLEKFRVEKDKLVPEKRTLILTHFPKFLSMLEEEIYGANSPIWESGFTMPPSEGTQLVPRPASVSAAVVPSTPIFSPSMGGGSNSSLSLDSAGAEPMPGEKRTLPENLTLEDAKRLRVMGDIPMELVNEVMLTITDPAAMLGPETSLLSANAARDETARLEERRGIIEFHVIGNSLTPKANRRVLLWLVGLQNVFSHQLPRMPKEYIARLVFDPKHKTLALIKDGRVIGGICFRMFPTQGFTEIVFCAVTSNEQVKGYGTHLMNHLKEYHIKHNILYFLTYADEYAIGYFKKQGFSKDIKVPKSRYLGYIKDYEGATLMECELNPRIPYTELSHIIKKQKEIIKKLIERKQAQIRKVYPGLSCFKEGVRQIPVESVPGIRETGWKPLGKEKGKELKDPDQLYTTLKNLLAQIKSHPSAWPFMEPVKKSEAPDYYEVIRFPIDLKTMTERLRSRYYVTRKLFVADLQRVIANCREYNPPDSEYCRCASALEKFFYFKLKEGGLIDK
#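 qHTS, 1536-well. 20nM enzyme, pH 7.5 HEPES/EDTA/Tween-20 buffer; 15 min compound preinc., RT. Start: 75uM H3(1-25), 70uM AcCoA, 50uM ThioGlo1. Read Ex340/Em540 at t=0 (autofluorescence flag) and t=20 min.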
# TDP1 cell CPT = DT40-hTDP1 cell growth loss with CPT | chicken DT40 Tdp1-/-;hTDP1 cells + 20 nM CPT, ATP luminescence, 48 h | Potency, µM (doses to about 46.2 µM), inactives show at the top dose activity change, negative = growth inhibition, hits mostly inhibitors | actives 12% (n = 420,000); also: nearly all actives have a fitted effect of over 55% in size
#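 Chicken DT40 Tdp1-/- cells stably complemented with human TDP1 were seeded at 400 cells/well in medium containing 20 nM camptothecin, exposed to pin-transferred compounds, and grown at 37 °C for at least 48 hr. Viability was read as ATP luminescence.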
# FEN1 inh = blocks human flap endonuclease 1. P39748. Recombinant FEN1 flap cleavage, fluorescence, 15 min. Potency, µM (titrated, usually from 114 µM), for the others: at the top dose activity change, negative = inhibition, most hits filed as inhibitors. actives 0.35% (n = 390,000); also: nearly all actives have a fitted effect of over 65% in size
#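 FEN1 at 10 nM preincubated with compounds 15 min at room temperature, then flap DNA substrate added at 50 nM final. Signal read at 0 and 15 min; concentration-response fitted with four-parameter Hill equation.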
# * = called active by the depositor; ? = inconclusive; · = no result given. Calls follow the shape of the dose curve; as a rule, active = well fitted curve in the direction sought with a large enough effect; inconclusive = small, poorly fitted or top-dose-only effect, or another doubt; inactive = no such curve, though single readings can be large; an effect the other way counts as inactive or inconclusive. % is scaled to controls: 0 for no effect and ±100 for the full control effect; potency is read from the fitted curve at half-maximal effect. An excerpt, so the mix of outcomes need not match the whole.
# Under each structure – KAT2A inh	FEN1 inh	TDP1 cell CPT
> Cc1ccc(CN2CCN(C(=O)CCN3C(=O)c4ccccc4C3=O)CC2)cc1
  -8%	-12%	-9%
> O=C(CN1CCc2ccccc21)Nc1ccc2c(c1)OCO2
  -1%	4%	1%
> Cc1csc2ncc(C(=O)Nc3ccc(C(F)(F)F)cc3)c(=O)n12
  -1%	-17%	-10%
> COc1cc(/C=N/NC(=O)C2COc3ccccc3O2)cc(OC)c1OC (stereo not given)
  -2%	4%	-4%
> O=C1C=C(N2CCCCC2)C2(CCCCC2)O1
  -1%	-3%	-2%
> O=C(Nc1ccc(Br)c2cccnc12)c1ccc(Cn2cc([N+](=O)[O-])cn2)o1
  0%	3%	16µM*
> Cc1ccc(S(=O)(=O)NCCC(=O)OCC(=O)N(Cc2ccccc2)C(C)(C)C)cc1C
  -9%	11%	?
> COc1ccc(-n2nnnc2C2CCN(S(=O)(=O)c3cc(Cl)ccc3OC)CC2)cc1
  -8%	-2%	13µM*
> CN(C)C=Nc1ncc2c3ccccc3n(Cc3ccccc3)c2c1C#N
  -9%	3%	-26%
> CC(C)C(=O)Nc1ccc(Nc2ccccc2)cc1
  3%	3%	12µM*
> O=C(Nc1ccccc1)c1cccc(=O)o1
  -2%	-4%	23%
> COc1cc(NC(=O)C(=O)NCCN2CCNCC2)c(OC)cc1Cl
  -6%	12%	23%
> Cc1ccccc1C(=O)O/N=C/c1c(N2CCOCC2)n(C)c2ccccc12
  -8%	-21%	1.5µM*
> Cc1ccccc1Nc1n[nH]c(C)c1[N+](=O)[O-]
  -2%	4%	3%
> CCCOC1CCCN(C(=O)c2cc(COc3ccc(-n4cncn4)cc3)on2)C1 (stereo not given)
  -20%	-7%	?
> O=C(N/N=C/c1ccc([N+](=O)[O-])cc1)c1ccc2nc[nH]c2c1
  -3%	-11%	11%
> C=CCNC(=S)NN(c1ccccc1)c1ccccc1
  -6%	2%	3%
> Cc1c(C(=O)NCCSCc2ccccc2)cccc1[N+](=O)[O-]
  -20%	2%	-21%
> Cn1c(=O)n(Cc2ccccc2)c(=O)c2c1nc1n2CCN1Cc1ccco1
  -6%	1%	-22%
> O=C(Nc1nc(-c2ccccc2)nc2ccccc12)c1ccc(F)cc1
  -3%	-4%	?
> Nc1nnn(CC(=O)N/N=C/c2cccc(Cl)c2)n1
  -1%	7%	8%
> Cc1cccc(NC(=O)c2nc[nH]c2C(=O)N(C)Cc2ccccc2)c1
  -14%	11%	?
> CCCCCN(C(=O)CCC(=O)OCc1ccccc1C(F)(F)F)c1c(N)n(CCCC)c(=O)[nH]c1=O
  2%	-14%	?
> CC1CCCCC12NC(=O)N(CC(=O)Nc1ccc(N3CCOCC3)cc1)C2=O (stereo not given)
  0%	3%	-4%
> COc1ccc(/C=C/C(=O)N2CCNC(=O)C2)c(OC)c1
  -7%	6%	0%
> O=C(Nc1ccc(Cl)cc1C(=O)Nc1ccccn1)c1ccco1
  0%	-9%	-22%
> O=C(O)c1cc(S(=O)(=O)Nc2ccc3oc(=O)sc3c2)ccc1O
  -9%	-23%	-1%
> Cc1c(C(=O)OCC(=O)N(CCC#N)c2ccccc2)oc2c1ccc1ccccc12
  -8%	10%	?
> COC(=O)C(NC(=O)c1c(C)nn(C)c1Cl)c1ccccc1 (stereo not given)
  -9%	-1%	15%
> COc1ccc(NC(=O)c2ccc(NC(=O)COC(=O)c3cnc(C)cn3)cc2)cc1
  -27%	0%	-11%
> CNc1ncncc1-c1ccccc1OC
  3%	·	3%
> CC(=O)c1ccc(NC(=S)NC(=O)CC(C)C)cc1
  -2%	10%	3%
> COc1cc(/C=N/Nc2nc3ccccc3[nH]2)cc(OC)c1O
  -7%	?	4.1µM*
> Cc1ccc(C2NCCS2)cc1 (stereo not given)
  1%	-5%	2%
> O=C(CNC(c1ccccc1)c1ccccc1)Nc1ccccc1F
  -7%	-8%	?
> Fc1cccc2sc(Nc3nc4ccccc4s3)nc12
  1%	-17%	?
> COc1ccc(Cl)cc1C(=O)Nc1ccc(S(N)(=O)=O)cc1
  -1%	0%	4%
> Cc1ccc(S(=O)(=O)N2CCC(=O)N(C(COCc3ccc(Cl)c(Cl)c3)Cc3ccccc3)CC2)cc1 (stereo not given)
  -4%	-13%	?
> COc1ccc(C2(c3ccc(OC)cc3)NC(=O)N(CC(=O)Nc3ccc(C(=O)N(C)C)cc3)C2=O)cc1
  -6%	-4%	-27%
> CCSc1nnc(NC(=O)COc2ccc(Cl)cc2)s1
  -16%	15%	1%
> O=C(Nc1nnc(CCN2CCCCC2)s1)c1cccc(Cl)c1
  0%	0%	22%
> CCOc1cccc(C(=O)N(Cc2ccc(F)cc2)Cc2ccco2)c1
  -7%	-22%	23µM*
> Fc1ccc2cnc(-c3ccccc3)c(-c3cccc(C(F)(F)F)c3)c2c1
  -26%	-14%	16µM*
> CCOC(=O)CCCNC(=O)CCNC(=O)c1ccc(OC)cc1
  -8%	-10%	4%
> O=C(NC(=S)Nc1ccccc1O)c1cccnc1
  -4%	0%	-5%
> COc1ccc(/C=N/Nc2cc(C)nc(N3CCOCC3)n2)cc1OC
  -3%	-11%	3%
> O=S(=O)(CCN1C=CC(C(F)(F)F)=NCC1)c1ccc(F)cc1
  -2%	0%	8%
> COc1ccc(S(=O)(=O)NCC2CCCN(C(=O)CN3CCCCC3)C2)cc1 (stereo not given)
  -20%	20%	-21%
> O=C(N1CCOCC1)N1CCN(S(=O)(=O)c2cccc([N+](=O)[O-])c2)CC1
  -4%	18%	-15%
> Cc1ccc2oc(=O)n(CC(=O)c3ccc(F)cc3)c2c1
  1%	7%	5%

# Taken from above.
# Reading for Cc1ccc2oc(=O)n(CC(=O)c3ccc(F)cc3)c2c1 under TDP1 cell CPT: 5%
# Reading for COc1ccc(/C=N/Nc2cc(C)nc(N3CCOCC3)n2)cc1OC under TDP1 cell CPT: 3%
# Reading for COc1ccc(S(=O)(=O)NCC2CCCN(C(=O)CN3CCCCC3)C2)cc1 (stereo not given) under FEN1 inh: 20%

# New compounds follow.
# Under each structure – KAT2A inh	FEN1 inh	TDP1 cell CPT
> O=C(NC1CC1)C1CC(=O)N(c2ccc(F)cc2)C1 (stereo not given)
  -4%	-9%	0%
> O=C(COc1ccc(S(=O)(=O)N2CCOCC2)cc1)NCCCn1ccnc1
  -8%	1%	14%
> CN1C(=O)/C(=C2/C=CC=CN2C)OC1=S
  -5%	-1%	-2%
> CCOc1ccccc1N(CC)C(=O)c1cc2c(=O)n(CC)c3ccccc3c2s1
  -14%	-7%	15µM*
> O=C(CCN1C(=O)C2C3C=CC(C3)C2C1=O)Nc1ccc(F)cc1 (stereo not given)
  -24%	-1%	-6%
> Cc1ccc(NC(=O)CCn2nnc3ccccc32)cc1
  8%	-1%	-4%
> CN1C(=O)/C(=C2\SC(=S)N(CCCCCC(=O)O)C2=O)c2ccccc21
  -4%	2%	?
> O=c1ccc2cc(O)c(O)cc2o1
  -22%	-10%	16µM*
> CN1CCN(C(c2ccccc2)c2sc3nc(-c4ccco4)nn3c2O)CC1 (stereo not given)
  -4%	5%	-10%
> CCCCN(CC)S(=O)(=O)c1ccc(C(=O)Nc2nnc(COC)o2)cc1
  2%	-2%	?
> Cc1cccc(NC(=O)CSCC(=O)Nc2sccc2C#N)c1
  -2%	-8%	18%
> CCCc1cc(C(=O)Nc2sc(C)c(CC)c2C#N)no1
  -17%	-2%	-12%
> Cc1ccc(NC(=O)CCNC(=O)c2ccc([N+](=O)[O-])cc2)cc1S(=O)(=O)N1CCOCC1
  0%	-5%	-18%
> CCCc1cnc2c(c1SCc1ccc(C(F)(F)F)cc1)c(=O)n(C)c(=O)n2C
  -8%	7%	?
> CCCCCCCCCCCCN1[C@@H](CC(C)=O)c2cc(F)cc(F)c2S1(=O)=O
  ·	?	?
> Cc1cc(C)n(CC(=O)NNC(=O)CCCOc2ccc(Cl)c(C)c2)n1
  -1%	2%	-20%
> c1csc(-c2nn3c(Cn4cnc5ccccc54)nnc3s2)c1
  -24%	-15%	?
> Cc1ccc(S(=O)(=O)NC2CC(C)(C)NC(C)(C)C2)c(C)c1C
  -3%	1%	10%
> CCc1nc2sc3c(N4CCC(C)CC4)ncnc3c2c2c1CCCC2
  -17%	10%	5%
> Cc1ccc2ccccc2c1Cn1c(-n2ccnc2)nc2c1c(=O)n(C)c(=O)n2C
  -2%	-11%	-10%

# An excerpt taken from the entries so far:
# Under each structure – KAT2A inh	FEN1 inh	TDP1 cell CPT
> CCCCCCCCCCCCN1[C@@H](CC(C)=O)c2cc(F)cc(F)c2S1(=O)=O
  ·	?	?
> Cc1cc(C)n(CC(=O)NNC(=O)CCCOc2ccc(Cl)c(C)c2)n1
  -1%	2%	-20%
> c1csc(-c2nn3c(Cn4cnc5ccccc54)nnc3s2)c1
  -24%	-15%	?
> Cc1ccc(S(=O)(=O)NC2CC(C)(C)NC(C)(C)C2)c(C)c1C
  -3%	1%	10%

# (listing goes on)
# Under each structure – KAT2A inh	FEN1 inh	TDP1 cell CPT
> O=C(Cc1cccs1)N1CCN(S(=O)(=O)c2ccc(F)cc2)CC1
  -3%	-3%	-2%
> CCCCC12CN3CC(C)(CN(C1)C3c1cc(Br)ccc1O)C2=O (stereo not given)
  -3%	-15%	?
> O=C(CCN1CCCCC1)NCC1OCCc2ccccc21 (stereo not given)
  1%	1%	-15%
> CC(C)(C)OC(=O)N(Cc1ccccc1)Cc1ccc(OCc2cccc(NC(=O)C3CC3)c2)cc1
  ·	-4%	?
> Cc1ccc(C(=O)/C=C\NCc2ccccc2)cc1
  -4%	-12%	-17%
> COc1ccc(OCCCC(=O)N(C)CC(=O)Nc2ccccc2Cl)cc1
  -3%	8%	-10%
> CS(=O)(=O)N(CC(=O)NCc1ccco1)c1cc(C(F)(F)F)ccc1Cl
  -4%	13%	0%
> COc1ccc(N2C(=O)CC2(/C=C/c2ccccc2OC)C(=O)NC2CCCC2)cc1 (stereo not given)
  -13%	-8%	?
> CCN(CC)S(=O)(=O)c1ccc(C(=O)OCn2nnc3ccccc3c2=O)cc1
  -8%	-14%	-21%
> O=C1CCC(=O)N1CN(C(=O)c1ccco1)c1ccccc1
  2%	8%	-9%
> Cc1ccc(C)c(Cn2nnc3c(=O)[nH]c(C4CCCN(C(=O)CC(C)C)C4)nc32)c1 (stereo not given)
  0%	1%	-27%
> O=C(Nc1nccs1)c1ccc(-c2cccc([N+](=O)[O-])c2)o1
  -2%	-9%	-27%
> COc1ccc(NC(=O)CSc2nccn2Cc2ccccc2)c(OC)c1
  -3%	8%	-27%
> Cc1c(NC(=O)c2ccc(Cl)cc2)cc(C(C)C)c(O)c1S(=O)(=O)c1ccc(Cl)cc1
  -5%	-21%	?
> COCCNC(=S)N1CCC(NC(=O)c2ccco2)CC1
  ?	-4%	12%
> C/C(=N\NC(=O)c1ccco1)c1cccc2ccccc12
  -19%	-3%	-22%
> COc1cccc(Oc2ccc(N)cc2)c1
  -2%	-16%	-1%
> CCOc1ccc(/C=C/c2nc(C#N)c(N(C)C)o2)cc1
  -14%	-1%	16µM*
> COc1ccc(NC(=O)CN(C)C(=O)CCSc2ccc(F)cc2)cc1
  -2%	2%	-19%
> O=C(NCCCN1CCOCC1)C1CCN(S(=O)(=O)c2cccc(Cl)c2Cl)CC1
  -6%	1%	-25%
> COCCCNC(=O)c1ccc(-n2c(-c3ccccc3)cc3c2CCCCC3)cc1
  -15%	-17%	?
> O=C(Nc1ccc(-c2ccccc2)cc1)c1ccc2c(c1)S(=O)(=O)c1ccccc1C2=O
  ·	-14%	-20%
> O=c1c2ccccc2sc2c(CO)ccc(NCCN3CCCCC3)c12
  ·	40µM*	0.41µM*
> Cc1c(/C=C(\C#N)C(=O)Nc2cccc(Cl)c2)c2ccccc2n1Cc1ccccc1
  -4%	?	?
> Cc1ccc[n+](CC(=O)Nc2cccc([N+](=O)[O-])c2)c1
  1%	-15%	3%
> O=c1c2cc(Br)ccc2nc(-c2cccc(Cl)c2)n1O
  4%	-10%	?
> COc1ccc(N(C(C)=O)c2nc3ccccc3[nH]2)cc1
  -2%	20%	0%
> Cc1ccc2c(=O)cc(C(=O)NCCc3ccc(S(N)(=O)=O)cc3)oc2c1
  -16%	-21%	-3%
> COc1cc(SC)ccc1C(=O)NC(C)C
  -6%	-1%	3%
> CN1C(=O)/C(=C/c2ccc(OCc3cccc(F)c3)cc2)NC1=S
  1%	4%	-8%
> CC(C)CC1NC(=O)N(Cc2nc3ccccc3s2)C1=O (stereo not given)
  9%	12%	-4%
> CCn1c2ccccc2c2cc(CN3CCN(Cc4ccc(OC)c(OC)c4)CC3)ccc21
  0%	?	18µM*
> CCOC(=O)N1CCN(C(=O)CCn2c(=O)[nH]c3ccsc3c2=O)CC1
  -7%	0%	-9%
> COc1ccc(NC(=O)CSc2nnc(-c3ccco3)n2N)cc1Cl
  -5%	-11%	-1%
> CCCOc1ccc(-c2nc(C#N)c(N3CCN(C)CC3)o2)cc1
  0%	10%	?
